GPR55 LPI antagonism: inhibition of LPI-stimulated GPR55 beta-arrestin translocation – imaging, U2OS, beta-arrestin-GFP, LPI agonist, primary screen (AID 2013) | inhibition, % at 10 µM, or IC50 in µM where a hit was titrated | 0.13% of 290,000 active | U2OS GPR55 beta-arrestin-GFP translocation imaging, LPI antagonism; higher % means a stronger effect;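 active = spots per cell inhibited over 60%, with over 100 cells counted and total cytoplasm intensity under 500,000; inconclusive = wells with under 100 cells, flagged as likely toxic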;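 also: U2OS cells stably carrying GPR55 and arrestin-GFP stimulated by 5 µM LPI near EC80; imaged beta-arrestin-GFP aggregate spots per cell after agonist stimulation; plate controls were LPI-stimulated DMSO wells for no effect and DMSO wells without LPI for full effect; some results filed as inactive read as strong as hits; confirmed hits need IC50 under 10 µM and bright autofluorescent wells are also inconclusive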
GPR35 arrestin U2OS: GPR35 antagonists blocking zaprinast-driven arrestin recruitment, primary screen, imaging, U2OS, beta-arrestin-GFP, zaprinast agonist (AID 2058); 0.052% of 290,000 active; U2OS GPR35 beta-arrestin-GFP translocation imaging, zaprinast antagonism; higher % means a stronger effect; one-dose inhibition, % at 10 µM; IC50 in µM for titrated hits;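 active = inhibition of at least 50% with at least 30 cells and total cytoplasm GFP at most 10,000,000; inconclusive = under 30 cells or total GFP of 10,000,000 plus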
KOR beta-arrestin-1: kappa opioid receptor blockers – cell-based, luminescence, uHTS (AID 1778) | KOR beta-arrestin recruitment, luminescence, antagonist mode; higher % means a stronger effect | inhibition, % at 10 µM; hits with a dose series show IC50 in µM | 0.091% of 290,000 active; also: strong numbers were not always called active
KOR beta-arrestin-2: kappa opioid receptor activators – cell-based, luminescence, uHTS, primary screen (AID 1777); 0.02% of 280,000 active; one-dose activation, % at 10 µM; EC50 in µM for titrated hits; KOR beta-arrestin recruitment, luminescence; higher % means a stronger effect; in the data active = activation above about 50%, passing the limit was not always enough; also: a part of the inactive calls stands beside numbers as strong as those of hits
NOD1 NF-kB reporter: inhibition of NOD1-driven NF-kB reporter – cell-based, luminescence, uHTS, primary screen (AID 1578). NOD1-driven NF-kB luciferase reporter cells, luminescence; higher % means a stronger effect. 1% of 290,000 active. inhibition, % at 4 µM, or EC50 in µM where a hit was titrated; in the data active = inhibition mostly above about 36%, no sharp cut-off; inactive = mostly below about 34%;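 also: HEK-293T reporter cells stimulated with the NOD1 agonist gamma-tri-DAP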
HIV fusion peptide: inhibitors of HIV fusion peptide binding, primary screen, biochemical, uHTS, fluorescence dequenching (AID 1986) | cell-free peptide binding, fluorescence dequenching, 30 min; higher % means a stronger effect | 0.3% of 290,000 active | inhibition, % at 20 µM; hits with a dose series show IC50 in µM; in the data active = inhibition mostly above about 52%, no sharp cut-off; inactive = mostly below about 76%; also: some results filed as inactive read as strong as hits
Myeloid diff MLP: promotes myeloid progenitor differentiation; ER-HoxA9 myeloid progenitors, lysozyme-GFP differentiation, flow cytometry; calls only at 10 µM; 1% of 360,000 active; AID 624256;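 active = normalized GFP-positive differentiation at or above the plate's own cutoff, the solvent-only control mean plus 3 SD; inconclusive = no clear call, values can overlap the other calls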;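 also: cells exposed to compound for four days before flow analysis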
HEK293 NOD2/NF-kB: NOD2 signaling inhibitors, cell-based, luminescence, uHTS, HEK293 (AID 1566) | HEK293 NOD2/NF-kB luciferase reporter, luminescence; higher % means a stronger effect | one-dose inhibition, % at 4 µM; EC50 in µM for titrated hits | 0.63% of 290,000 active; also: many of its hits are not listed in these tables
GPR55 activation: GPR55 agonists via beta-arrestin recruitment, primary screen, imaging, U2OS cells, beta-arrestin-GFP redistribution (AID 1961); U2OS GPR55 beta-arrestin-GFP redistribution imaging; higher % means a stronger effect; activation, % at 10 µM; hits with a dose series show EC50 in µM; 0.048% of 290,000 active;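 active = activation above 40% with more than 50 cells counted in the well; inconclusive = wells holding fewer than 50 cells, flagged as toxic or sparse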;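 also: U2OS osteosarcoma cells stably expressing GPR55 and beta-arrestin-GFP; plate controls were DMSO negative control for no effect and LPI positive control for full effect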
Myeloid diff MLP GFP+ MAC1+ %: also measured in Myeloid diff MLP; calls as there; GFP+ MAC1+ double positive, %; measured here: differentiation confirmed by MAC1 staining
Numbers without * were called inactive; i = inactive; ? = inconclusive; / = not tested or not shown; [ ] = dose if it differs, or a comment. Rule as the data show it, unless noted: active = inhibition above about 50%; inactive = the rest.

Start of the data: the first four entries, to show the layout:
| No. | mol | GPR55 LPI antagonism | GPR35 arrestin U2OS | KOR beta-arrestin-1 | KOR beta-arrestin-2 | NOD1 NF-kB reporter | HIV fusion peptide | Myeloid diff MLP | Myeloid diff MLP GFP+ MAC1+ % | HEK293 NOD2/NF-kB | GPR55 activation |
| --- | --- | --- | --- | --- | --- | --- | --- | --- | --- | --- | --- |
| 1 | CC(C)(C)NC(=O)N1CCN(c2nc(-c3ccccc3)ns2)CC1 | -6% | 2% | -6% | 5.7% | -2% | 0.1% | i | 0.6 | -36% | 0.8% |
| 2 | O=C(Nc1ccccc1N1CCOCC1)c1cccc([N+](=O)[O-])c1 | 0% | -11% | -21% | 9.6% | -21% | 0.3% | i | 0.2 | -12% | -0.4% |
| 3 | COc1ccc(CCNC(=O)CC2Nc3ccccc3NC2=O)cc1OC (centres undefined) | 4% | 5% | -6% | 1.9% | -8% | -4.2% | i | 1.2 | 8% | -0.2% |
| 4 | Fc1cccc(Cl)c1CSc1ncn[nH]1 | 15% | 12% | -6% | -2.4% | 29% | 2.3% | i | 1.4 | 2% | -0.1% |

All compounds of this part (from the top)
| No. | mol | GPR55 LPI antagonism | GPR35 arrestin U2OS | KOR beta-arrestin-1 | KOR beta-arrestin-2 | NOD1 NF-kB reporter | HIV fusion peptide | Myeloid diff MLP | Myeloid diff MLP GFP+ MAC1+ % | HEK293 NOD2/NF-kB | GPR55 activation |
| --- | --- | --- | --- | --- | --- | --- | --- | --- | --- | --- | --- |
| 1 | CC(C)(C)NC(=O)N1CCN(c2nc(-c3ccccc3)ns2)CC1 | -6% | 2% | -6% | 5.7% | -2% | 0.1% | i | 0.6 | -36% | 0.8% |
| 2 | O=C(Nc1ccccc1N1CCOCC1)c1cccc([N+](=O)[O-])c1 | 0% | -11% | -21% | 9.6% | -21% | 0.3% | i | 0.2 | -12% | -0.4% |
| 3 | COc1ccc(CCNC(=O)CC2Nc3ccccc3NC2=O)cc1OC (centres undefined) | 4% | 5% | -6% | 1.9% | -8% | -4.2% | i | 1.2 | 8% | -0.2% |
| 4 | Fc1cccc(Cl)c1CSc1ncn[nH]1 | 15% | 12% | -6% | -2.4% | 29% | 2.3% | i | 1.4 | 2% | -0.1% |
| 5 | O=C(Nc1ccccc1-c1nc2ccccc2s1)c1ccco1 | -2% | -2% | -13% | 7.1% | 2% | 1.9% | i | 0.3 | 9% | 0.5% |
| 6 | Cc1cc(SCc2ccccc2C)nc(=O)[nH]1 | -5% | 15% | -45% | 9.4% | 26% | -0.1% | i | 7.9 | 17% | -0.1% |
| 7 | CCCc1cnc(N2CCN(S(C)(=O)=O)CC2)nc1 | 0% | 0% | 6% | -2.5% | 0% | -0.9% | i | 0.7 | -26% | 0.0% |
| 8 | COc1ccc(C(=S)N2CCOCC2)cc1OC(=O)c1ccccc1Cl | 20% | 9% | 0% | -4.9% | -24% | -0.9% | i | 4.1 | -5% | -0.4% |
| 9 | Cc1ccc(S(=O)(=O)NCCNC(=O)c2cc(OCC(F)(F)F)ccc2OCC(F)(F)F)cc1 | 25% | -7% | -34% | -1.4% | 8% | -3.2% | i | 0.8 | 9% | -0.2% |
| 10 | OC[C@@H]1CCCN1Cc1cn(-c2ccccc2)nc1-c1ccc2c(c1)OCO2 | -6% | 5% | 4% | -1.3% | -24% | 0.0% | i | 1.2 | -4% | 0.1% |
| 11 | CN(C(=S)NC(=O)c1ccc(Cl)cc1)C1CCCCC1 | 11% | -14% | 5% | -1.7% | 0% | 12% | / | / | -12% | -0.1% |
| 12 | COc1cc(NC(=O)c2ccco2)c(C(=O)OCC(=O)Nc2ncc(Cl)cc2Cl)cc1OC | -19% | -4% | 6% | -8.4% | -9% | 2.9% | i | 7.5 | 13% | 0.3% |
| 13 | COc1ccc(/C=C2/S/C(=N/N=C3\CC4CCC3(C)C4(C)C)NC2=O)cc1 (centres undefined) | 6µM* | 1% | -85% | 2.8% | 56% | 2.9% | i | 0.6 | -13% | 0.3% |
| 14 | Cc1cccc(-n2cc(C(=O)O)c(=O)cc2C)c1 | 0% | -1% | 19% | -6.6% | -43% | -1.6% | i | 0.3 | 2% | 0.0% |
| 15 | COc1ccc(C(=O)c2c(C)oc3ccc(O)cc23)cc1 | 2% | -7% | -9% | 4.2% | -4% | 1.4% | i | 0.9 | -11% | 1.9% |
| 16 | COC(=O)C1=C(N)Oc2cc(C)n(C)c(=O)c2C1c1ccc(Cl)cc1 (centres undefined) | -1% | -2% | -23% | / | -29% | -1.9% | i | 0.0 | -9% | -0.3% |
| 17 | CC1CCCCC1NC(=O)C1CC=CCC1C(=O)O (centres undefined) | -5% | -1% | 1% | -2.6% | -25% | 1.5% | i | 0.5 | 4% | 0.7% |
| 18 | CC1CCc2nc(NC(=O)c3ccco3)sc2C1 (centres undefined) | 9% | -1% | 23% | -0.3% | 42%* | -1.1% | i | 0.3 | -10% | 0.3% |
| 19 | Cc1ccccc1C(=O)Nc1ccnn1C1CCN(CCCc2ccccc2)CC1 | 6% | -5% | 3% | -3.4% | -19% | -0.6% | i | 1.1 | -13% | 0.3% |
| 20 | c1cncc(-c2nc(NCc3ccc4c(c3)OCO4)c3ccccc3n2)c1 | 4% | -2% | -18% | 2.7% | -3% | -1.8% | i | 0.4 | -11% | -0.3% |
| 21 | COCCCn1c(-c2cccc(Cl)c2)nc2c1c(=O)[nH]c(=O)n2Cc1ccccc1 | 3% | -6% | 0% | -2.1% | 0% | -1.5% | i | 0.7 | 12% | -0.2% |
| 22 | Cc1cc(C(C)(C)C)cc(S(=O)(=O)Nc2ccc(C(=O)O)cc2)c1C | 13% | 17% | -15%[20 µM] | / | -19% | 6.5% | i | 0.2 | 10% | -0.1% |
| 23 | CCOc1ccccc1CNC(=O)C1CCCN(c2nc3ccccc3o2)C1 (centres undefined) | -8% | 24% | -8% | -1.4% | -11% | -0.1% | / | / | 22% | -0.1% |
| 24 | Cc1ccc(S(=O)(=O)NC(C)C(=O)N2CCOCCOCCOCC2)cc1 (centres undefined) | -3% | -10% | -5% | 1.8% | 7% | 2.9% | i | 0.3 | 12% | -0.2% |
| 25 | COc1cccc(/C=N/NC(=O)c2cc3c(OC)cccc3[nH]2)c1O | 14% | -7% | -9% | 9.3% | -31% | 3.5% | ? | / | 0% | 0.0% |
| 26 | CCc1ccc(NC(=O)CC2C(=O)N(c3cccc(OC)c3)C(=O)N2CCOC)cc1 (centres undefined) | -15% | -17% | 0% | -1.4% | -60% | 0.2% | i | 0.2 | -3% | -0.2% |
| 27 | COCCN1CCN(C(=O)c2cc(COc3cncc(Cl)c3)on2)CC1 | 1% | -11% | 21% | -0.2% | -16% | 0.7% | i | 1.3 | 3% | -0.1% |
| 28 | CCCCOc1ccc(NC(=O)CCSc2nccn2C)cc1 | 6% | 10% | 1%[20 µM] | -6.4% | -25% | -1.0% | i | 0.0 | 4% | -0.1% |
| 29 | Cc1nonc1CN(C)C(=O)CC1C(=O)NCCN1Cc1c(F)cccc1Cl (centres undefined) | 16% | 10% | -4%[20 µM] | / | -18% | 2.1% | i | 0.2 | 3% | 0.0% |
| 30 | Cc1cc(C)cc(OC(=O)C23CCC(C)(C(=O)O2)C3(C)C)c1 (centres undefined) | 6% | -5% | 9% | -0.9% | -19% | 0.7% | i | 0.6 | -9% | 0.1% |
| 31 | CCOc1cccc(C2C(C(=O)c3ccc(C)o3)=C(O)C(=O)N2c2nccs2)c1 (centres undefined) | 8% | 14% | -9% | 4.1% | -20% | 0.0% | i | 2.5 | -34% | 0.3% |
| 32 | CCCCCN(C(=O)CN1CCC(Cc2ccccc2)CC1)c1c(N)n(CCCC)c(=O)[nH]c1=O | 8% | 16% | 3% | -0.3% | -8% | -0.2% | i | 0.3 | 16% | 0.4% |
| 33 | Cc1nc2nc(-c3cccnc3)[nH]n2c(=O)c1Cc1ccccc1 | 6% | -9% | 25% | 0.3% | -29% | 4.1% | i | 1.3 | 12% | -0.1% |
| 34 | CCc1nc(SCC(=O)NCCc2ccccc2)c2c(=O)n(C)c(=O)n(C)c2n1 | -9% | -4% | 31% | 1.0% | 8% | -0.8% | i | 0.3 | 8% | -0.1% |
| 35 | Clc1cnc2nc(SC/C=C/c3ccccc3)[nH]c2c1 | -3% | -7% | 26% | -3.3% | -5% | 0.1% | i | 0.1 | -5% | -0.2% |
| 36 | COC(=O)C1=C(C)N(CCCC(=O)O)C(=O)NC1c1ccc(Br)cc1 (centres undefined) | 0% | -6% | 3%[20 µM] | 0.1% | -19% | 0.5% | i | 0.9 | -2% | 0.6% |
| 37 | CN(C)C(=O)c1nc2ccc(Cl)cn2c1CNCc1ccccc1OC(F)(F)F | -4% | 4% | 8% | 0.3% | -29% | 1.1% | i | 0.3 | -10% | -0.3% |
| 38 | CCOC(=S)SCC(=O)Nc1nc(-c2ccc(Br)cc2)cs1 | 13% | 7% | -62% | -3.9% | -17% | 4.7% | i | 0.0 | -89% | 0.7% |
| 39 | COc1ccc(C)cc1-n1c(SCC(=O)NCC2CCCO2)nc2c([nH]c3ccccc32)c1=O (centres undefined) | -6% | -18% | 4% | 5.2% | 15% | -1.7% | i | 4.4 | 14% | -0.1% |
| 40 | O=C(CN1C(=O)c2ccccc2S1(=O)=O)N1CCN(Cc2ccc3c(c2)OCO3)CC1 | 8% | 14% | -77% | -0.3% | 16% | -3.1% | i | 0.5 | 12% | 0.2% |
| 41 | COc1cc(C(=O)Oc2ccccc2)ccc1OCc1c(C)noc1C | 0% | -9% | 31% | -5.9% | 8% | -1.3% | i | 0.8 | 5% | -0.1% |
| 42 | Nc1c(S(=O)(=O)c2ccccc2)c2nc3ccccc3nc2n1C1CC1 | 0% | -2% | 5% | -3.2% | -23% | -1.4% | i | 0.3 | 7% | -0.2% |
| 43 | CCc1nc(SCC(=O)NCc2ccco2)c2c3c(sc2n1)CCCC3 | 4% | -18% | -9% | 3.0% | -12% | 2.9% | i | 0.7 | 1% | -0.2% |
| 44 | CN(C(=O)c1ccco1)c1nc2c(s1)CCCC2 | 13% | 10% | 18% | -5.5% | -62% | 4.5% | i | 1.0 | -98% | 0.3% |
| 45 | CCCCC(=O)Nc1ccc(C(=O)NNC(=S)NC(=O)c2ccccc2[N+](=O)[O-])cc1 | 4% | 9% | 15% | 1.0% | 22% | 5.5% | i | 0.4 | 9% | -0.8% |
| 46 | CC(NC(=O)Cn1cnnn1)c1cccc(C(F)(F)F)c1 (centres undefined) | 0% | -6% | -36% | 1.0% | 2% | -0.6% | i | 1.0 | 3% | -0.1% |
| 47 | O=C(CN1CCC(n2nnc3cc(F)ccc32)CC1)NC1CCCCC1 | 10% | 8% | -11% | 10% | -12% | 2.6% | i | 1.0 | -1% | -0.3% |
| 48 | CCOC(=O)c1c(Nc2ccccc2OCCOC)n[nH]c1C | -3% | -7% | 10% | 1.6% | 10% | -1.0% | i | 0.0 | 18% | -0.3% |

Only part of the results is shown (hit frequency here may not be typical).
